# Compound activity (PubChem BioAssay)
# FUS yeast rescue: qHTS for Suppressors of FUS Proteinopathy: Primary screen using FUS-linked yeast assay | S. cerevisiae FUS-expressing, growth rescue, OD600, 24 h | 390,000 compounds, 0.24% hits | AID 1347120, 2019 | Potency, µM (doses to about 76.6 µM), inactives show at the highest dose growth rescue (activation), actives largely listed as activators;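 further: potency means the concentration at half of the fitted maximal effect; plate controls were DMSO vehicle for no effect and reference control for full effect; nearly all actives have a fitted effect of over 55% in size; some results filed as inactive show a strong effect at the top dose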
#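 Restored growth of FUS-toxic S. cerevisiae, read as 600 nm absorbance after 24 h at 30C in galactose medium (starting OD 0.005). Controls CP55940 and DMSO.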
# D3 antag: qHTS of D3 Dopamine Receptor Antagonist: qHTS; D(3) dopamine receptor (Homo sapiens), P35462; D3R cells, DiscoveRx beta-arrestin luminescence, antagonist mode; stronger effect = lower value; max response, negative = inhibition, %; 360,000 compounds, 2.5% hits; AID 652054, 2013; in the data active means max response below about -50%; inconclusive means no clear call, values can overlap the other calls; further: on the % scale 0 is the no-effect control and ±100 the full control effect; mostly tested at two doses, the higher about 12 µM
#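 Cells expressing the human receptor were seeded at 1500 cells/well, incubated overnight at 37 degrees C in 5% CO2, then exposed to library compounds with dopamine controls for 90 minutes at 37 degrees C before luminescent detection.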
# EPAC2 agonist: qHTS for Agonist of cAMP-regulated guanine nucleotide exchange factor 4 (EPAC2): primary screen | EPAC2 activation, biochemical qHTS; response scale: 100% = 6.5 mM cAMP response | AID 720711, 2013 | 360,000 compounds, 0.079% hits | Potency, µM (titrated, usually from 154 µM), for the others: at the top dose activation, actives largely listed as activators | Rap guanine nucleotide exchange factor 4 (Homo sapiens), Q8WZA2; further: potency means the concentration at half of the fitted maximal effect; nearly all actives have a fitted effect of over 50% in size
# Target sequence (Q8WZA2 whole entry, looked up): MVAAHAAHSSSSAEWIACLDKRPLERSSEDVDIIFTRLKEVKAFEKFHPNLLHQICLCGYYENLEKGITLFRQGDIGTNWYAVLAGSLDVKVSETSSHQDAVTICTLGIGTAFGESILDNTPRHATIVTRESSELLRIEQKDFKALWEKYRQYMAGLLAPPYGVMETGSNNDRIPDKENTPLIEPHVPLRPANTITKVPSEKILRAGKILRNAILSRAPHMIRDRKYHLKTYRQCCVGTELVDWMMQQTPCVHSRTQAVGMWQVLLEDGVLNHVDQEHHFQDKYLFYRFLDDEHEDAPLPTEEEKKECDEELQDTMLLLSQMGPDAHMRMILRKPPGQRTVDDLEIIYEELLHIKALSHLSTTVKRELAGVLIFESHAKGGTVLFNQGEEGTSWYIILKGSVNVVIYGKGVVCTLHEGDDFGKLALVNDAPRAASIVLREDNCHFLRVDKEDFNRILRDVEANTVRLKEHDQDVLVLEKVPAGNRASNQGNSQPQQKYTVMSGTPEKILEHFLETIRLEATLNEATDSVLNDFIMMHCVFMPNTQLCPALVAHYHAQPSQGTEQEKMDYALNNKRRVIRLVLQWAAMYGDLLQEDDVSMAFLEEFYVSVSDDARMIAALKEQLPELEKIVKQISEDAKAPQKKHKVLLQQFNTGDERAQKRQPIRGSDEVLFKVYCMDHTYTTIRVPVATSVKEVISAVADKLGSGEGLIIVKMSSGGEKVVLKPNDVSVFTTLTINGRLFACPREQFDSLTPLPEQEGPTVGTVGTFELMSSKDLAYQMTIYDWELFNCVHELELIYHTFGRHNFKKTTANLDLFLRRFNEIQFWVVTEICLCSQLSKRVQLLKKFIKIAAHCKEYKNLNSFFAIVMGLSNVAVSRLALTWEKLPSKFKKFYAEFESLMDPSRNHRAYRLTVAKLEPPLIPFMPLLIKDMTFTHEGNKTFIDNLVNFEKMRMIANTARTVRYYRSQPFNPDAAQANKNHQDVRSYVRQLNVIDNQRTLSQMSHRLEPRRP
#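 Setup: EPAC2 100 nM, labeled Rap1B complex 250 nM, free GDP 50 uM. Compound titrations pinned in, brief spin, 5 min room temperature incubation. Kinetic fluorescence read over 30 min, normalized to 6.5 mM cAMP.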
# aSyn yeast inh: qHTS of alpha-syn Inhibitors; Potency, µM (series often up to 46.1 µM), for inactives: top-dose growth rescue (activation), hits mostly activators; Yeast expressing alpha-synuclein, growth rescue, BacTiter-Glo, 24 h; 370,000 compounds, 0.14% hits; further: potency means the concentration at half of the fitted maximal effect; % of control where 0% means no effect; nearly all actives have a fitted effect of over 65% in size
#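 Rescue of yeast growth: cells expressing toxic alpha-synuclein, induced in galactose at OD600 0.02, incubated with compound 24 h at 30 C. ATP luminescence quantified growth; inhibitors of toxicity appear as activators.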
# EPAC2 antag: qHTS for Antagonist of cAMP-regulated guanine nucleotide exchange factor 2 (EPAC2): primary screen. Rap guanine nucleotide exchange factor 4 (Homo sapiens), Q8WZA2. EPAC2 GEF exchange of Rap1B-BODIPY-GDP, fluorescence. Potency, µM (titrated, usually from 114 µM), inactives show at the top dose activity, negative = inhibition, actives largely listed as inhibitors. 360,000 compounds, 0.18% hits; further: potency means the concentration at half of the fitted maximal effect; on the % scale 0 is the no-effect control and ±100 the full control effect; nearly all actives have a fitted effect of over 45% in size; many of its hits are not listed in these tables
# Abeta rescue: qHTS for compounds that reverse cellular toxicity of Amyloid beta (A-beta) peptide in yeast: Primary Screen | yeast expressing A-beta42, growth rescue, OD600, 48 h; response scale: 0% DMSO, 100% iron-clioquinol control | Potency, µM (highest dose often 46.1 µM), inactives show at the top dose growth rescue, usual class: activators | 410,000 compounds, 0.063% hits; further: potency means the concentration at half of the fitted maximal effect; nearly all actives have a fitted effect of over 55% in size
#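 Yeast A-beta toxicity model in growth medium with pinned compounds, 48 h at 30 C; growth read as absorbance at 600 nm. Normalized to FeCl3/clioquinol equimolar mix (positive) and DMSO (negative).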
# TDP-43 yeast inh: qHTS of TDP-43 Inhibitors; TDP-43 expressing yeast growth rescue, BacTiter-Glo, 24 h; Potency, µM (highest dose often 46.1 µM), for the others: at the top dose growth rescue (activation), actives largely listed as activators; 410,000 compounds, 1.8% hits; further: potency means the concentration at half of the fitted maximal effect; % of control where 0% means no effect; nearly all actives have a fitted effect of over 50% in size
#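 Yeast cells expressing TDP-43 under galactose induction are exposed to compounds for 24 hr at 30 deg C. BacTiter-Glo luminescence measures growth, so protective compounds score as activators.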
# D3 ag: qHTS of D3 Dopamine Receptor Agonist: qHTS; D3R DiscoveRx beta-arrestin cells, luminescence, 90 min; D(3) dopamine receptor (Homo sapiens), P35462; max activation, %; 410,000 compounds, 0.58% hits; in the data active means max activation above about 30%; further: 0% is about no effect; mostly tested at two doses, the higher about 12 µM
#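 Agonist-mode cell screen: cells plated at 1500/well and incubated overnight at 37 °C, then exposed to library compounds for 90 min at 37 °C. Detection reagent was added for 30–60 min at room temperature, and luminescence was read.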
# An asterisk follows results filed as active; ? = inconclusive; nt = no result given; [ ] = another dose, or the depositor's remark. Unless noted, the call rests on the fitted dose curve; in most records, active means well fitted curve in the direction sought with a large enough effect; inconclusive means small, poorly fitted or top-dose-only effect, or another doubt; inactive means no such curve, though single readings can be large; an effect the other way counts as inactive or inconclusive. This is a subset (hit frequency here may not be typical).
SMILES,FUS yeast rescue,D3 antag,EPAC2 agonist,aSyn yeast inh,EPAC2 antag,Abeta rescue,TDP-43 yeast inh,D3 ag
COc1ccccc1NC(=O)NNC(=O)CCN1CCOCC1,5.4%,7.1,7.5%,-2.8%,3.3%,3.9%,-11.1%,-5.3
CCOc1cc(/C=N/NC(=O)c2ccncc2)cc(Cl)c1OS(C)(=O)=O,10.8%,22.1,-7.3%,0.4%,1.0%,-1.6%,7.4%,0.2
Cc1ccc(-c2nnc(C)c(N3CC(C)OC(C)C3)n2)cc1 (stereo unspecified),-28.3%,-4.9,12.0%,-4.0%,8.7%,22.4%,13.7%,9.2
CC(C)n1[nH]c2ccccc2c1=O,-16.5%,-66.0*,8.6%,-7.1%,9.0%,-21.3%,5.1%,-16.2
COC(=O)c1cc([N+](=O)[O-])c(-n2ccnc2)c([N+](=O)[O-])c1,nt,-29.4,-4.5%,-14.3%,3.5%,-7.3%,-0.1%,-3.8
COc1cc(C(C)=O)ccc1OCCN1CCC(Cc2ccccc2)CC1,19.2%,-77.2*,0.6%,9.3%,6.1%,13.2%,-3.8%,-21.6
c1cncc(-c2nn[nH]n2)c1,3.7%,-15.3,0.5%,1.8%,-1.0%,7.0%,10.1%,0.8
c1ccc2c(c1)c1ccccc1n1c(-c3ccc4c(c3)OCO4)nnc21,-0.5%,-5.2,5.9%,4.6%,3.9%,10.1%,1.1%,-1.8
C[C@H](NC(=O)Nc1cccc(Br)c1)C(=O)O,4.4%,11.0,8.9%,4.2%,-1.0%,-1.2%,4.6%,0.5
CCN(c1ccccc1)S(=O)(=O)c1ccc(Cl)c(NC(=O)COC(=O)c2ccc[nH]c2=O)c1,30.1%,-16.6,-5.4%,-2.4%,-1.4%,-6.4%,1.2%,-5.5
O=C(CC(Sc1ccc(Br)cc1)C(=O)O)c1ccc(F)cc1 (stereo unspecified),-20.7%,?,6.3%,-17.4%,-9.0%,-27.6%,5.7%,-8.0
Cn1c2c(c(=O)[nH]c1=O)C(NC(=O)c1ccco1)(C(F)(F)F)C(=O)N2 (stereo unspecified),1.5%,-2.6,3.3%,-17.0%,11.5%,17.9%,-3.8%,-2.5
Cc1cc(C)cc(NC(=O)C2CCCN(S(=O)(=O)c3ccc4[nH]c(=O)ccc4c3)C2)c1 (stereo unspecified),-17.7%,19.1,-12.4%,-4.1%,0.8%,12.9%,7.3%,2.1
CN(Cc1ccc(Cl)c(Cl)c1)C(C(=O)NCc1ccccc1)c1ccco1 (stereo unspecified),?,-16.2,4.7%,?,-15.3%,9.5%,0.0%,-0.5
CCOc1cc(/C=N/N2CCN(Cc3ccccc3)CC2)ccc1O,7.0%,-10.3,1.7%,1.5%,-19.8%,12.4%,-8.9%,-8.8
O=C(c1ccc2nc[nH]c2c1)N1CCN(S(=O)(=O)c2cccc(Cl)c2)CC1,37.6%,-10.5,16.5%,-7.1%,2.8%,-20.6%,-15.0%,-6.6
NC(=O)SCC(=O)Nc1cccc(Cl)c1,9.4%,?,-1.7%,1.2%,1.0%,-7.3%,4.1%,1.3
CCCCn1c(SCC2CCCCO2)nc2cc(S(N)(=O)=O)ccc21 (stereo unspecified),15.8%,16.9,0.9%,-12.1%,3.4%,8.2%,11.1%,1.8
Cc1nc2ccccn2c(=O)c1NC(=O)c1ccco1,-44.9%,-18.5,2.6%,-0.9%,2.2%,-6.1%,10.7%,0.9
O=C(NCCc1cccs1)C1CCC(=O)N(CCc2cccc(F)c2)C1 (stereo unspecified),8.1%,0.4,3.2%,1.9%,3.3%,-6.2%,6.7%,2.9
O=C(CNC(=O)c1ccccc1Cl)OCc1cc(=O)n2nc(C3CC3)sc2n1,2.9%,nt,nt,nt,nt,-7.7%,2.4%,1.7
Clc1cc(Br)ccc1OCCN1CCOCC1,-2.3%,?,1.6%,8.9%,-0.4%,7.3%,4.5%,-14.6
Cc1nc(N2CCN(Cc3ccc4c(c3)OCO4)CC2)c2cc(-c3ccccc3)sc2n1,24.5%,5.4,8.3%,-33.2%[inhibitor],1.5%,-8.3%,-7.6%[0.397 µM],-25.4
O=C(CSc1cccc[n+]1[O-])c1cccs1,-11.9%,5.2,-9.2%,4.8%,-1.4%,-4.3%,7.6%,-2.0
CN(CCOc1ccccc1)CC(O)COCc1ccccc1F (stereo unspecified),-6.3%,?,13.1%,-3.5%,-2.3%,-5.4%,-26.0%,-4.7
CC(=O)c1cnc2nc(SCc3cccc(C)c3)nn2c1C,4.5%,12.0,-1.6%,10.6%,-25.0%,-10.2%,?,-6.4
CC1CCCCC12NC(=O)N(CC(=O)Nc1ccccc1-c1ccccc1)C2=O (stereo unspecified),10.8%,5.9,8.1%,2.4%,-6.6%,11.6%,-14.0%,4.3
N=C1CCCN1CC(=O)c1cccs1,0.9%,-6.6,5.6%,-2.9%,-0.3%,-13.0%,-15.2%,4.7
N#Cc1ccccc1NC(=O)COC(=O)c1cccs1,-10.9%,6.0,3.3%,-7.3%,8.1%,2.6%,10µM*,-8.6
O=C(NCc1ccc2c(c1)CCN2C(=O)c1ccc(F)cc1)c1cc2ccccc2[nH]1,-11.7%,nt,nt,nt,nt,-11.4%,31.6µM*,-5.6
COc1ccccc1CNc1nc(NCc2ccccc2OC)c2sccc2n1,17.3%,5.3,10.9%,-16.3%,-3.6%,-1.6%,24.4%,-3.6
O=C(Nc1ccc2c(c1)OCO2)c1csc([C@@H]2O[C@H](CO)[C@H](O)[C@H](O)[C@H]2O)n1,-7.5%,28.0,5.4%,-1.3%,-5.1%,8.9%,20.3%,-3.1
O=C(CSc1nnc(COc2ccc(Cl)cc2)o1)NC1CCCCC1,-4.6%,3.1,0.6%,2.2%,7.6%,-5.6%,-0.8%,-5.8
Cc1ccccc1OCC(=O)OCn1nnc2ccccc2c1=O,10.1%,-16.6,6.0%,0.9%,-7.2%,4.2%,-6.3%,1.1
C/C(Cn1cnc([N+](=O)[O-])n1)=N/NC(=O)COc1ccccc1Cl,29.4%,-8.7,4.9%,-0.1%,6.8%,-4.4%,23.0%,4.1
CC1(C)OC(=O)C(=CNC(CCC(N)=O)C(=O)O)C(=O)O1 (stereo unspecified),-13.2%,-5.3,6.9%,-3.8%,-2.4%,5.6%,-0.9%,-2.6
Cc1nn(-c2ccc(N3CCOCC3)nn2)c(C)c1CCC(=O)NCc1ccc(OC(C)C)cc1,40.7%,nt,nt,nt,nt,-6.8%,5.2%,5.0
CCc1c(C)nc(N2CCN(c3cccc(OC)c3)CC2)[nH]c1=O,0.1%,22.9,-0.5%,3.6%,15.1%,-7.8%,21.3%,13.5
Nc1nc(-c2ccco2)nc(N2CCCCC2)n1,3.5%,9.3,12.4%,-7.5%,-1.3%,18.3%,9.0%,3.3
Cc1cc(NC(=O)CCC(=O)N(c2ccccc2)C(C(=O)NC(C)(C)C)c2ccccc2Cl)no1 (stereo unspecified),16.8%,0.0,-17.0%,0.4%,-23.3%,-8.5%,-23.1%,-0.4

# Compound profiles, from the list above.
# Shown for CC(=O)c1cnc2nc(SCc3cccc(C)c3)nn2c1C = FUS yeast rescue = 4.5%; D3 antag = 12.0; EPAC2 agonist = -1.6%; aSyn yeast inh = 10.6%; EPAC2 antag = -25.0%; Abeta rescue = -10.2%; TDP-43 yeast inh = ?; D3 ag = -6.4
# Shown for COc1cc(C(C)=O)ccc1OCCN1CCC(Cc2ccccc2)CC1 = FUS yeast rescue = 19.2%; D3 antag = -77.2*; EPAC2 agonist = 0.6%; aSyn yeast inh = 9.3%; EPAC2 antag = 6.1%; Abeta rescue = 13.2%; TDP-43 yeast inh = -3.8%; D3 ag = -21.6
# Shown for Cc1nn(-c2ccc(N3CCOCC3)nn2)c(C)c1CCC(=O)NCc1ccc(OC(C)C)cc1 = FUS yeast rescue = 40.7%; D3 antag = nt; EPAC2 agonist = nt; aSyn yeast inh = nt; EPAC2 antag = nt; Abeta rescue = -6.8%; TDP-43 yeast inh = 5.2%; D3 ag = 5.0

# (listing goes on)
SMILES,FUS yeast rescue,D3 antag,EPAC2 agonist,aSyn yeast inh,EPAC2 antag,Abeta rescue,TDP-43 yeast inh,D3 ag
O=C(CC1C(=O)N(c2ccc(F)cc2)C(=O)N1Cc1ccccn1)Nc1ccccc1 (stereo unspecified),9.8%,5.9,10.1%,2.6%,-1.9%,-14.3%,-21.2%,-1.6
N#Cc1c(N)nc2c(c1-c1ccncc1)CCCCC2,16.9%,-21.5,7.1%,-5.4%,-9.2%,11.9%,4.3%,1.0
CCC(=O)N1CCc2cc(S(=O)(=O)NCCC(=O)Nc3cccc(C)c3C)ccc21,-19.3%,nt,nt,nt,nt,-9.6%,11.6%,3.3
COc1cccc(C2C(C(=O)Nc3ccccc3)=C(C)Nc3nc(-c4ccccc4)nn32)c1 (stereo unspecified),14.7%,nt,nt,nt,nt,-3.6%,5.5%,0.1
COc1ccc(C(C(=O)NC2CCCCC2)N(C(=O)c2sc(C)nc2C)c2ccccc2)cc1 (stereo unspecified),1.9%,7.6,-7.8%,3.1%,-2.5%,4.0%,-6.9%[0.397 µM],8.4
O=C(Cn1c2ncccc2c(=O)n1-c1ccccc1)Nc1ccc(F)c(F)c1,-17.7%,nt,nt,nt,nt,0.0%,-5.0%,-11.4
CNS(=O)(=O)c1ccc(NC(=O)c2cncc(Br)c2)cc1,7.1%,-2.7,10.0%,-11.8%,2.1%,4.1%,-14.2%,1.1
COc1ccc(S(=O)(=O)N2CCCC2CNC(=O)C(=O)Nc2ccc(C)cc2)cc1 (stereo unspecified),59.8%,-28.1,14.8%,-10.0%,3.7%,-18.2%,-25.2%,-9.7
CCc1ccc(Sc2cc(C(=O)NC(C)CC)c3ccccc3n2)cc1 (stereo unspecified),24.1%,nt,nt,-4.2%,nt,-3.8%,8.5%,15.0
COc1nnc(-c2ccc(N3CCOCC3)c(NC(=O)c3ccco3)c2)c2ccccc12,5.1%,0.7,1.5%,-7.3%,5.4%,-0.1%,-4.9%,-4.2
Cc1ccc(NC(=O)COc2ccc3oc4c(c3c2)CCCC4)nc1,-54.2%,-4.4,2.8%,2.6%,-2.8%,6.9%[9.22 µM],1.6%,0.4
